Bioassay records: PubChem BioAssay, several laboratories
Mtb RmlCD inh – M. tuberculosis RmlC/RmlD coupled enzyme inhibitors, primary screen, biochemical, compound mixtures, 384-well, from 1536-well plates. RmlC+RmlD coupled enzyme assay, percent inhibition; primary screen in compound mixtures. inhibition, % at 3.6 µM. dTDP-4-dehydrorhamnose reductase (Mycobacterium tuberculosis (strain ATCC 25618 / H37Rv)) …. 160,000 tested, 0.03% active; in the data active = inhibition mostly above about 34%, no sharp cut-off; inconclusive = no clear call, values can overlap the other calls; inactive = mostly below about 22%; note: some results filed as inactive read as strong as hits
Target sequence (P9WH09 whole entry, looked up): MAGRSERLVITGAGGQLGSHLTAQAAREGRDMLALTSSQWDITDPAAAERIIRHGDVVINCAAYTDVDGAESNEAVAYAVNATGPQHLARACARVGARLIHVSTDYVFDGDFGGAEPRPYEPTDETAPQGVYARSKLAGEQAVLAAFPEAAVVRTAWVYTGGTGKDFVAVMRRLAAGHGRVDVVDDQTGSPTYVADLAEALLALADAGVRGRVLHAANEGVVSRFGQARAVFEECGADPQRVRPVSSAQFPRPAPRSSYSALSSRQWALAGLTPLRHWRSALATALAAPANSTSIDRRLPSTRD
Target sequence (P9WH11 whole entry, looked up): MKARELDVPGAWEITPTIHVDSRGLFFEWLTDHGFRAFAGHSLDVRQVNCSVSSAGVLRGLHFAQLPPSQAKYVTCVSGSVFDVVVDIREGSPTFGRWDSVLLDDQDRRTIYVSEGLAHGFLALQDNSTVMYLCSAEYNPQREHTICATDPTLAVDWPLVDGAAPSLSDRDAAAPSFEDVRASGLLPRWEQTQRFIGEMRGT
M. tuberculosis GlmU – inhibition of mycobacterial GlmU enzyme – biochemical, glucosamine-1-phosphate acetyltransferase (AID 1376); Bifunctional protein GlmU (Mycobacterium tuberculosis (strain ATCC 25618 / H37Rv)); M. tuberculosis GlmU acetyltransferase enzyme assay; higher % means a stronger effect; inhibition, %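 (tested at 30 µM in the primary screen)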; hits with a dose series show IC50 in µM; 220,000 tested, 0.25% active; in the data active = inhibition above about 13%; inconclusive = no clear call, values can overlap the other calls;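 note: 0% = complete reaction with vehicle and 100% = reaction without substrate; strong numbers were not always called active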
* = called active by the depositor; ? = inconclusive; . = not tested or not shown; & = joins results of further samples.

| SMILES | Mtb RmlCD inh | M. tuberculosis GlmU |
| --- | --- | --- |
| Cc1cc(NC(=O)CSC2=NCCS2)no1 | 3.2 | -0.6% |
| COCCCNC(=O)c1ccc(NC(C)=O)cc1 | 8.2 | 2.0% |
| COc1cccc2[nH]c3c(=O)n(CCN(C)C)cnc3c12 | . | 2.4% |
| O=C(Cn1c(CN2CCCCC2)nc2ccccc2c1=O)NC1CCCCC1 | -3.8 | 5.7% |
| O=C(COC(=O)COc1ccc2ccccc2c1)Nc1cc(C(F)(F)F)ccc1N1CCOCC1 | 6.5 | 0.9% |
| c1ccc(CNC2=NCCCCC2)cc1 | . | -3.9% |
| Cc1cc(C)nc(Nc2n[nH]c(-c3ccccc3Br)n2)n1 | . | -1.1% |
| CCOC(=O)N1CCC(NC(=O)CSCc2cnn(-c3ccccc3)c2-n2cccc2)CC1 | . | -0.1% |
| COCCCNC(=O)c1c[nH]c2ccc(S(=O)(=O)N3CCC(C)CC3)cc2c1=O | . | -4.3% |
| O=C(O)c1ccccc1-n1cccc1C(=O)O | -15.1 | 1.3% |
| O=C(CN1C(=O)C2CCCCC2C1=O)OCC(=O)c1ccc(Cl)s1 (stereo unspecified) | -5.8 | -3.1% |
| CCC(C)n1c(O)c(C=NCC2CCCO2)c(=O)[nH]c1=S (stereo unspecified) | . | -2.2% |
| CCC(C)Sc1nc2c(cnn2-c2ccc(C)c(C)c2)c(=O)[nH]1 (stereo unspecified) | . | 2.3% |
| Cc1ccc(C2=NOC(c3nnc(-c4ccccc4)o3)C2)cc1 (stereo unspecified) | . | -1.4% |
| OCCNNC(=S)NC1CC2C=CC1C2 (stereo unspecified) | -8.3 | 5.8% |
| CSc1cccc(NC(=S)N(CCC(C)C)C2CCN(C(C)=O)CC2)c1 | 8.1 | 5.0% |
| S=c1[nH]nc(-c2cc(-c3ccsc3)n[nH]2)n1-c1cccc2ccccc12 | -8.4 | -5.2% |
| CC(C)COC(=O)N1CCCC1C(=O)Nc1nccs1 (stereo unspecified) | . | 0.2% |
| O=C(Cn1ccc([N+](=O)[O-])n1)Nc1ccccn1 | . | 0.5% |
| O=C(c1cccc(S(=O)(=O)N2CCc3ccccc32)c1)N1CCN(c2ccccn2)CC1 | -9.7 | 2.4% |
| COC(=O)Nc1ccc(S(=O)(=O)N2CCCC(C(=O)N3CC(C)OC(C)C3)C2)cc1 (stereo unspecified) | . | 2.3% |
| O=C(Nc1ccc(-c2csc(Nc3cccc(C(F)(F)F)c3)n2)cc1)c1ccccc1 | . | -2.3% |
| N=c1ncn(CC(O)CO)c2nc(N3CCOCC3)[nH]c12 (stereo unspecified) | . | 6.4% |
| O=C(c1n[nH]c(=O)c2ccccc12)N1CCN(c2ccc(F)cc2)CC1 | 5.6 | . |
| Cc1c(NC(=O)/C(C#N)=C/c2ccc(-c3cccc(Cl)c3)o2)c(=O)n(-c2ccccc2)n1C | 9.7 | 6.5% |
| O=C(Cn1c(=O)oc2ccccc21)Nc1n[nH]c(=S)s1 | . | 7.5% |
| COc1ccc(C2=Nn3c(nnc3C3CCCCC3)SC2)cc1OC | -7.8 | 1.0% |
| OCCn1c(-c2ccc3c(c2)OCO3)csc1=Nc1ccccc1 | 21.0 | 3.9% |
| Cc1nc2ccccn2c1C(=O)CSc1ccc(Cl)cc1Cl | ? | 0.5% |
| COc1ccccc1-c1nnc(SCC(=O)N2CCOCC2)n1-c1ccccc1 | . | -5.4% |

Remaining list, next part:
| SMILES | Mtb RmlCD inh | M. tuberculosis GlmU |
| --- | --- | --- |
| Cc1ccnc(N2CCC(C(=O)Nc3ccc4c(c3)OCO4)CC2)n1 | 7.0 | -3.5% |
| COc1ccc(S(=O)(=O)Nc2ccc3ccccc3c2)cc1C | . | -2.6% |
| CC(=O)N1N=C(c2ccccc2)OC1(C)CC(=O)Nc1ccccc1 (stereo unspecified) | 3.8 | 2.8% |
| Cc1c(NC(=O)/C=C/c2cccs2)c(=O)n(-c2ccccc2)n1C | . | 3.8% |
| CCOC(=O)c1c(NC(=O)N/N=C/c2ccc(O)c(OC)c2)sc(C(C)=O)c1C | . | 1.2% |
| CCn1c(SCc2nc3ccccc3[nH]2)nnc1-c1ccccc1OC | . | -0.1% |
| O=C1C(=O)N(CCN2CCOCC2)C(c2ccccn2)/C1=C(/O)c1ccc(F)cc1 (stereo unspecified) | . | 2.4% |
| Cn1ccnc1SCC(=O)Nc1cc(S(=O)(=O)N2CCOCC2)ccc1Cl | 4.4 | 0.8% |
| O=C(O)CCC(=O)Nc1ccc(Br)c(Cl)c1 | . | 4.7% |
| CSc1ccccc1C(=O)Nc1ccccc1C | 5.3 | -1.0% |
| O=C(NCc1cccs1)C1CCCN1C(=O)Nc1cccc(Cl)c1 (stereo unspecified) | -11.8 | 1.8% |
| Cc1cc(N2CCCC2=O)cc(C)c1S(N)(=O)=O | 6.4 | 0.7% |
| Cc1noc(C)c1S(=O)(=O)N1CCCC(C(=O)N2CCC(C)CC2)C1 (stereo unspecified) | 6.1 | 2.5% |
| CN(Cc1ccccc1)C(=O)CCn1c(=O)oc2ccccc21 | 4.0 | 4.3% |
| O=C(CN1C(=O)C(=O)c2ccccc21)OCN1C(=O)c2ccccc2C1=O | 13.4 | -8.5% |
| Cc1sc(NC(=O)C2CC=CCC2C(=O)O)c(C(=O)OC(C)C)c1C (stereo unspecified) | . | 3.0% |
| O=C(N/N=C/c1ccc(Cl)cc1)c1n[nH]c2c1CCCC2 | -13.5 | 4.1% |
| O=C(Cc1ccc(Cl)cc1)NC(=S)Nc1ccccc1N1CCOCC1 | -7.3 | -2.6% |
| COc1ccccc1N1CCN(C(=O)Cn2c(=O)[nH]c3ccsc3c2=O)CC1 | 0.9 | -3.8% |
| CCOC(=O)c1ccc(N2Cc3ccccc3C2=NC(=O)c2cccs2)cc1 | -9.6 | 5.6% |
| COc1nc(-c2ccccc2)ccc1-c1noc(-c2cccnc2)n1 | -1.6 | 2.8% |
| CCOC(=O)c1c(C)nc(-c2ccccc2)nc1N | -6.0 | -1.4% |
| C/C(CCC1CC(C)OC1=O)=N/Nc1nc(-c2ccccc2)cs1 (stereo unspecified) | -13.3 | 3.6% |
| C(=N\N1CCOCC1)/c1nc(-c2ccccc2)n2ccccc12 | . | -1.3% |
| CC(C)NC(=O)CSc1nnc(-c2ccc(S(=O)(=O)N3CCCC3)cc2)n1CC1CCCO1 (stereo unspecified) | . | 0.5% |
| CCOc1cc(NC(=O)c2ccco2)c(OCC)cc1NC(=O)Cc1ccc(OC)c(OC)c1 | . | -0.8% |
| Cc1nn(-c2ccccc2)c(N2CCCC2)c1/C=N/n1cnc2scc(-c3ccccc3)c2c1=O | . | -3.1% |
| CCOC(=O)c1cnc2ccc(OC)cc2c1Nc1ccc2c(c1)OCCO2 | . | 0.4% |
| COc1ccc(C(=O)Cn2nnc(-c3ccccc3NC(=O)C(F)(F)F)n2)cc1 | -6.3 | -0.2% |
| O=C(C[n+]1ccccc1)c1ccc(-c2ccccc2)cc1 | -6.5 | 0.9% |

Fetched by compound from the entries so far (2):
| SMILES | Mtb RmlCD inh | M. tuberculosis GlmU |
| --- | --- | --- |
| O=C(O)CCC(=O)Nc1ccc(Br)c(Cl)c1 | . | 4.7% |
| Cc1noc(C)c1S(=O)(=O)N1CCCC(C(=O)N2CCC(C)CC2)C1 (stereo unspecified) | 6.1 | 2.5% |

Full records as entered above.
Cc1c(NC(=O)/C=C/c2cccs2)c(=O)n(-c2ccccc2)n1C reads Mtb RmlCD inh: .; M. tuberculosis GlmU: 3.8%
O=C(O)CCC(=O)Nc1ccc(Br)c(Cl)c1 reads Mtb RmlCD inh: .; M. tuberculosis GlmU: 4.7%

Additional results
| SMILES | Mtb RmlCD inh | M. tuberculosis GlmU |
| --- | --- | --- |
| CC(=O)c1cnc(Nc2ccccc2)s1 | . | 2.2% |
| CCCC(=O)Nc1cc(-c2nc3ncccc3o2)ccc1C | . | -0.2% |
| O=C(CCCN1CCC(O)(c2ccc(Cl)cc2)CC1)c1ccc(F)cc1 | 12.1 | -11.2%&1.6% |
| CC1CCC(Nc2nnnn2-c2ccccc2)CC1 (stereo unspecified) | -4.7 | -4.3% |
| COC(=O)C(NC(=O)c1ccco1)(Nc1nc(C2CC2)cs1)C(F)(F)F (stereo unspecified) | . | 1.9% |
| Cc1cc(C(=O)Cn2nc(C(=O)O)c3ccccc3c2=O)c(C)n1-c1ccc(F)cc1 | 6.8 | -3.3% |
| Nc1ncnc(Nc2cccc(F)c2)n1 | 0.2 | 5.9% |
| S=C(NCc1ccccc1Cl)NC1CCCC1 | 8.8 | -7.0% |
| Cc1cccc(-n2nnc(C(=O)NCc3ccccc3)c2N)c1 | . | 6.4% |
| CCCCOc1ccc(-c2nnn(CC(=O)NCCc3c[nH]c4ccccc34)n2)cc1 | -6.2 | -2.6% |
| O=C(NCc1ccc(Cl)cc1)c1ncn[nH]1 | 2.5 | 1.6% |
| O=C(c1ccco1)N1CCN(C(=O)c2cccc3c2C(=O)N(Cc2cccnc2)C3)CC1 | 9.8 | 0.8% |
| C=CCNC(=O)COC(=O)CCC(=O)c1cccs1 | 7.2 | . |
| CCCn1c(CCC(=O)O)ccc1-c1cccs1 | -5.5 | 3.0% |
| O=C(COc1ccccc1)NC(NC(=S)Nc1ccccc1C(=O)O)C(Cl)(Cl)Cl (stereo unspecified) | -0.4 | -0.1% |
| O=C(Nc1ccc2sccc2c1)c1cccc(N2C(=O)CCC2=O)c1 | 3.6 | 0.0% |
| S=C(NCCCc1ccccc1)Nc1ccc(Cl)cc1 | -8.5 | 0.0% |
| CN(C)S(=O)(=O)c1cccc(C(=O)Nc2ccccc2)c1 | -0.1 | 5.4% |
| Cc1cc(C)c(NC(=O)C2CSCCS2)c(C)c1 (stereo unspecified) | . | 3.4% |
| COc1ccc(CNC(=O)c2cccs2)cc1 | . | 0.8% |
| Cc1ccccc1CN(C)CC(=O)Nc1ccccc1Oc1ccccc1 | . | -2.7% |
| COc1ccc(OC)c(-n2cnc3cc(C(=O)NCCCN4CCOCC4)ccc32)c1 | . | -2.9% |
| O=C(CC1C(=O)NCCN1CC1CCCCC1)NCc1cc(F)ccc1F (stereo unspecified) | . | -7.4% |
| CCCN1C(=O)/C(=C/c2c(NCCCOC(C)C)nc3c(C)cccn3c2=O)SC1=S | 22.0 | -1.6% |
| Cc1ccc2cc(C)c(SCC#N)nc2c1 | . | -3.0% |
| CCOc1ccccc1NC(=O)C1=C(C)NC(=O)NC1c1cccc(OC)c1OC (stereo unspecified) | . | -2.5% |
| COCCn1c(CN2CCN(C)CC2)nc2c1c(=O)n(C)c(=O)n2C | 14.8 | -0.9% |
| O=C(Nc1ccc(F)cc1)OCCOc1ccc(Br)cc1 | . | -2.1% |
| CCOc1cc2[nH]c(=O)n(CCCCC(=O)NC3CCCCC3)c(=O)c2cc1OCC | . | 5.3% |
| COc1ccc(N=c2oc3cc(O)ccc3cc2C(=O)Nc2ccccn2)cc1OC | -7.2 | 2.7% |

(next part)
| SMILES | Mtb RmlCD inh | M. tuberculosis GlmU |
| --- | --- | --- |
| CC(=O)NC(C)c1ccc(Cl)c(Cl)c1 (stereo unspecified) | 5.7 | 5.8% |
| CCOc1cc(/C=N/NC(=O)OC)ccc1OCCSc1ccc(Cl)cc1 | -9.7 | -0.2% |
| COC(=O)c1sc2cc(C(F)(F)F)cnc2c1-c1ccccn1 | -7.9 | 0.1% |
| COc1cc(C(c2c(C)[nH][nH]c2=O)c2c(C)[nH][nH]c2=O)cc([N+](=O)[O-])c1O | -11.2 | -4.5% |
| COc1ccccc1/C=C/C=N/n1c(-c2ccccc2)n[nH]c1=S | . | 2.2% |
| CCn1c(SCC(=O)N2CCCCC2)nnc1-c1ccc(S(=O)(=O)N2CCN(C)CC2)cc1 | 10.1 | -5.2% |
| CC1=NN(c2ccccc2)C(=O)/C1=C\C=C\c1ccccc1 | 7.3 | 9.5% |
| COC(=O)C1=C(N)Oc2cc(C)n(Cc3cccnc3)c(=O)c2C1c1cccc(OC)c1OC (stereo unspecified) | . | 2.9% |
| O=C(O)C1=C[C@@H](c2ccc(F)cc2)C[C@@H](OCCCCO)O1 | . | 2.0% |
| O=C(NCc1ccccc1)N1CCN(c2ccccc2F)CC1 | 5.5 | -0.7% |
| Cn1ccnc1SCC(=O)Nc1ccc2c(c1)OC(F)(F)O2 | -8.3 | 2.5% |
| COC(=O)c1cccc2c1-c1ccccc1/C2=N/O | 16.5 | . |
| O=C(CN1C(=O)C2C3CC(C(Br)C3Br)C2C1=O)N1CCOCC1 (stereo unspecified) | -7.8 | 2.0% |
| COCCN1CCn2c(nc3cc(NC(=O)Cn4nc(C)c5ccccc5c4=O)ccc32)C1 | -1.0 | -3.4% |
| N=C1C(c2nc3ccccc3c(=O)[nH]2)=C(O)CN1CCO | . | -3.8% |
| COc1ccc(OC)c(C(c2nnnn2Cc2ccco2)N2CCN(C)CC2)c1 (stereo unspecified) | 12.8 | -2.9% |
| O=C(NCc1cccs1)C1CCC(CNS(=O)(=O)c2ccc(Br)s2)CC1 (stereo unspecified) | -12.0 | 6.1% |
| Cc1nc(NC(=S)NC(=O)c2cncc(Br)c2)ccc1Br | 5.4 | 2.1% |
| CCOc1cc(/C=N\NC(=O)OC)ccc1OC(=O)c1ccco1 | -10.1 | -6.0% |
| CN(CC(=O)NC1CCCCCC1)S(=O)(=O)c1cnc[nH]1 | -1.5 | -1.1% |
| CCOc1ccccc1N=CC1=C(O)CC(c2ccccc2)CC1=O (stereo unspecified) | 5.7 | 2.8% |

These rows are one share of the data; rates above refer to the full screens.
